HCV NS3 hel inh – blocks Hepatitis C virus NS3 helicase unwinding. inhibition, % at 10.9 µM. 290,000 compounds, 0.56% hits. AID 1800. NS3 helicase DNA unwinding, Cy5 molecular beacon fluorescence;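 active = inhibition above the mean of all tested compounds plus 3 SD, set per campaign, cut at about 35% in these data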;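 note: 0% = DMSO wells and 100% = thioflavine S control wells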
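Material: hepatitis C virus NS3 helicase domain fragment enzyme; measured by: Cy5 fluorescence, 0 and 60 min reads; control set: DMSO and thioflavine S; incubation: 60 min unwinding reaction at 25 °C after ATP addition; read-out basis: % inhibition from 60/0 min fluorescence ratio, DMSO 0%, thioflavine S 100%; repeats: singlicate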
PHOSPHO1 inh – inhibitors of human PHOSPHO1 phosphatase | recombinant PHOSPHO1, absorbance phosphatase assay | inhibition, % at 13.3 µM | 290,000 compounds, 1.1% hits; in the data active = inhibition above about 60%
MEKK3 PB1 HTS – modulators (inhibitors or enhancers) of MEK5 binding to human MEKK3 PB1 domain; 290,000 compounds, 1.4% hits; bead-based flow cytometry, Alexa488-MEK5 binding to MEKK3; actives lie on both sides; 0 = blocked by unlabeled MEK5, 100 = vehicle; Q99759; binding response (% of control), % at 10 µM; AID 1529;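 active = binding response more than 3 SD above or below the average of its plate-row segment, actives on both sides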;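 note: Alexa488 bead fluorescence after subtracting the streptavidin-only scavenger bead signal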
pCIP destab – lowers stability of the mouse p/CIP coactivator protein. decrease of EGFP signal, % at 10 µM. Q05BA5. 290,000 compounds, 0.01% hits. F442A p/CIP-EGFP cells, EGFP fluorescence, 16 h;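 active = EGFP signal decrease of at least 30% at 10 µM or well 3 SD below plate mean, unless failing retest; inactive = the rest, including hits failing retest or dose response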; note: some compounds called inactive have numbers as strong as hits; many of its hits are not listed in these tables
Target sequence (Q05BA5 1-1403): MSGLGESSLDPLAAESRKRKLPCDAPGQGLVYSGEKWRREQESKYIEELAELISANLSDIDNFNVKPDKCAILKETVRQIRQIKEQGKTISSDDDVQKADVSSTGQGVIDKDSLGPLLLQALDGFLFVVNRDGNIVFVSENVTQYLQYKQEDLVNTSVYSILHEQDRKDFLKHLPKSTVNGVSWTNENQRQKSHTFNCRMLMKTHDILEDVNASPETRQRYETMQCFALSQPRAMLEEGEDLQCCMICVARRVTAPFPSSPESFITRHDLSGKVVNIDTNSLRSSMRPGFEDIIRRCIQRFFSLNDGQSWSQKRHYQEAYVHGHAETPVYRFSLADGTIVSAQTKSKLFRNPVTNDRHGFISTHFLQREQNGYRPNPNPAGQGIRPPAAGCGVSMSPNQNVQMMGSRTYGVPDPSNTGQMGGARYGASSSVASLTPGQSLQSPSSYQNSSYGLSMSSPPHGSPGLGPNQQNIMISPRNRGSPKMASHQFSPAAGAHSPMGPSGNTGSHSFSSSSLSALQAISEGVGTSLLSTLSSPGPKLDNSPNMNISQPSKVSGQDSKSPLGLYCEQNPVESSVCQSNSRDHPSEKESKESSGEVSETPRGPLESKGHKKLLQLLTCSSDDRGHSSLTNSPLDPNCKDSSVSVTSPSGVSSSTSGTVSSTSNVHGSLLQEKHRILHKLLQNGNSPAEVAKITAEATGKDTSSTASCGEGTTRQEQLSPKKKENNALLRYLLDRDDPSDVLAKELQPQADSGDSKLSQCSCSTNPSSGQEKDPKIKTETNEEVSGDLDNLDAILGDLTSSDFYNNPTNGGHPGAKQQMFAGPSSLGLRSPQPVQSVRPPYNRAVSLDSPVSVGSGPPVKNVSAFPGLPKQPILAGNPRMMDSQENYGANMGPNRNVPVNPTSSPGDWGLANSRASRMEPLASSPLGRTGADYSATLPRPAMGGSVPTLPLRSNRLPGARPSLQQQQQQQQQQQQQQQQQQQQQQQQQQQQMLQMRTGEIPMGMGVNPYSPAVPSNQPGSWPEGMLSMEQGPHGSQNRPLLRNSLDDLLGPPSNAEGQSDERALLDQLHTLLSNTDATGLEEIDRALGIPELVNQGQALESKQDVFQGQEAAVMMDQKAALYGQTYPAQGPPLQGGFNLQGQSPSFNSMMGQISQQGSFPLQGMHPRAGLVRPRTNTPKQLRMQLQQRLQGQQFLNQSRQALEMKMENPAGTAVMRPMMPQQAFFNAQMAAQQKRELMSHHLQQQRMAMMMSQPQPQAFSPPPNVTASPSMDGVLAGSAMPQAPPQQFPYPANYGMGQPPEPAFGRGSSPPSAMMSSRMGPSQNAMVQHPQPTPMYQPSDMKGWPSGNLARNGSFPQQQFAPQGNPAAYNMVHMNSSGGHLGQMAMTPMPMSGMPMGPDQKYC
IDE cell activ – IDE (human) activation, cell-based; HEK cells, FAbeta-B cleavage, fluorescence polarization; 0% vehicle, 100% cell-free pure enzyme wells; P14735; 340,000 compounds, 0.073% hits; AID 493087; activation, % at 5.96 µM;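 active = activation above the mean of all tested compounds plus 3 SD, set per screening campaign, cut at about 17% in these data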
DNA FID counter – fluorescent intercalator displacement, NS3 helicase counter-screen. DNA fluorescent intercalator displacement, fluorescence. inhibition, % at 7.9 µM. 290,000 compounds, 0.17% hits; in the data active = inhibition above about 37%;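 note: 0% = vehicle and 100% = reference compound; higher means more ethidium bromide displaced from hairpin DNA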
IMP-1 inh – blocks Pseudomonas aeruginosa IMP-1 metallo-beta-lactamase. purified IMP-1, nitrocefin hydrolysis, epi-absorbance fluorescence. inhibition, % at 5.6 µM. 290,000 compounds, 0.45% hits. AID 1556;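 active = inhibition above the mean plus 3 SD of all compounds in the same screening run, cut at about 4.5% in these data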;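 note: 0% = IMP-1 with DMSO and 100% = DMSO wells lacking enzyme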
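Material – recombinant IMP-1 enzyme, purified · Amount – IMP-1 0.2 nM before substrate addition · Medium – HEPES buffer pH 7.1 with ZnSO4 and Brij 35 · Timing – 25 °C, 15 min preincubation, 25 min reaction · Measured by – plate fluorescence quenching by hydrolysis product, ex 480/em 530 nm · Read-out – percent enzyme inhibition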
VIM-2 inhibitor – inhibitors of Pseudomonas aeruginosa VIM-2 metallo-beta-lactamase | inhibition, % at 5.6 µM | purified VIM-2, nitrocefin hydrolysis, epi-absorbance fluorescence | 290,000 compounds, 0.89% hits;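 active = inhibition above the mean of all tested compounds plus 3 SD, cutoff set per screening run, cut at about 7.5% in these data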;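 note: red hydrolysis product quenches plate fluorescence so inhibitors raise well fluorescence; 0% = enzyme with DMSO and 100% = DMSO without enzyme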
SUMO HTRF inh – SUMOylation inhibition | P63279 | HTRF SUMOylation assay, SAE1/SAE2 + UBC9, in vitro | inhibition, % at 35 µM | 290,000 compounds, 0.36% hits | AID 2006; in the data active = inhibition above about 50%, passing the limit was not always enough; note: strong numbers were not always called active
The depositor's hits bear a star; . = not tested or not shown. These rows are one share of the data; rates above refer to the full screens.

SMILES	HCV NS3 hel inh	PHOSPHO1 inh	MEKK3 PB1 HTS	pCIP destab	IDE cell activ	DNA FID counter	IMP-1 inh	VIM-2 inhibitor	SUMO HTRF inh
CCc1ccccc1NS(=O)(=O)c1c(C(=O)N2CCCCCC2)c(C)n(C)c1C	8	28	97	-10	-1	-40	0.9	2.4	13
CCCCOC(=O)Nc1ccc(C(=O)OCCC)cc1	-8	-15	104	9	0	-15	-3.4	-1.4	-25
CCN(CC)S(=O)(=O)c1cc(OC)c(Cl)cc1Cl	8	-4	102	-12	1	-16	-1.6	-3.8	15
Nc1cc(=O)[nH]n1C1CCCCC1	12	28	59	-13	1	-2	-0.7	0.6	8
CCOC(=O)CN1C(=O)Nc2ccc(Br)cc2C1c1ccccc1 (stereo not given)	-17	32	103	-19	6	-22	-2.5	-0.1	20
COc1ccc(C(=O)N2CC3(C)CC2CC(C)(C)C3)cc1 (stereo not given)	-15	7	100	2	3	-20	-1.5	-1.7	8
O=C(CCC1CCCCC1)NCCN1CCOCC1	9	5	105	-3	2	4	-2.4	-1.6	8
Cc1ccc(NC(=O)CSc2nnc(NC(=O)CN3CCOCC3)s2)cc1	-5	10	102	-3	2	-13	-3.6	-4.8	22
CCOC(=O)c1cc2cc3ccccc3cc2[nH]1	1	-1	97	-3	0	1	-1.0	0.2	43
Cn1c(NCc2ccccc2O)nc2ccccc21	0	2	100	4	-3	-1	-3.1	-3.8	10
O=C1CC(O)(C(F)(F)F)Oc2c1ccc1ccccc21 (stereo not given)	6	-8	108	1	0	4	-0.2	1.4	6
CCOc1ccc(Br)cc1S(=O)(=O)Nc1cccc(S(=O)(=O)NC2=NCCC2)c1	5	39	97	16	1	-7	-0.8	-0.3	12
COc1ccc(N2C(=O)C(CC(=O)Nc3ccccc3)N(Cc3ccc4c(c3)OCO4)C2=O)cc1 (stereo not given)	8	26	102	7	6	-3	-2.6	-2.0	5
CCOC(=O)/C(C#N)=C\c1ccc(CC)s1	0	8	99	5	-3	2	-1.6	-3.4	-35
O=C(CCC1CCCC1)N=C1SC2CS(=O)(=O)CC2N1Cc1ccccc1 (stereo not given)	15	43	94	-11	-3	-22	-2.4	-2.2	20
Cc1ccnc(NC(c2ccncc2)c2c(C)[nH]c3ccccc23)c1 (stereo not given)	1	15	106	0	5	-2	-1.5	-1.0	4
COC(=O)c1c(NC(=O)c2ccoc2C)sc(C)c1C	-1	19	100	-4	-2	-7	-1.9	-0.6	12
CCOc1ncccc1C(=O)Nc1ccc(-c2cn3ccsc3n2)cc1	1	12	105	-10	-2	-9	-2.0	-0.7	26
O=C(CCCOc1ccccc1)n1nnc2ccccc21	1	14	95	-2	3	4	-0.6	-0.3	1
C#CC(CC)(CC)NC(=O)c1c(C)noc1C	14	7	102	4	0	4	-4.5	-0.8	-7
CCN1CCN(C(=O)CS(=O)(=O)Cc2nc(-c3ccc(C)cc3)oc2C)CC1	-12	22	111	-11	-4	12	-2.9	1.7	0
CCCCn1nnnc1SCC(=O)Nc1ccc(N(C)C)cc1	3	-64	104	4	1	-6	-0.8	-3.9	-6
COc1ccc(-n2cc(-c3ccccc3)c3c(N4CCN(CCO)CC4)ncnc32)cc1	-63	-11	97	-6	2	7	-5.2	2.8	5
CCOc1ccccc1OCC(=O)NC1CCCCC1	-5	0	105	13	1	-13	-3.5	-1.8	13
COc1cc(CCC(=O)OCn2nnc3ccccc3c2=O)cc(OC)c1OC	-6	7	98	-3	5	-17	-4.2	-2.9	12

Two entries drawn at random from the list so far:
SMILES	HCV NS3 hel inh	PHOSPHO1 inh	MEKK3 PB1 HTS	pCIP destab	IDE cell activ	DNA FID counter	IMP-1 inh	VIM-2 inhibitor	SUMO HTRF inh
CCN(CC)S(=O)(=O)c1cc(OC)c(Cl)cc1Cl	8	-4	102	-12	1	-16	-1.6	-3.8	15
CCOc1ncccc1C(=O)Nc1ccc(-c2cn3ccsc3n2)cc1	1	12	105	-10	-2	-9	-2.0	-0.7	26

Three compounds from above, ordered by the value under pCIP destab, highest first:
canonical_smiles	pCIP destab
O=C(CCC1CCCCC1)NCCN1CCOCC1	-3
CCOc1ncccc1C(=O)Nc1ccc(-c2cn3ccsc3n2)cc1	-10
CCN1CCN(C(=O)CS(=O)(=O)Cc2nc(-c3ccc(C)cc3)oc2C)CC1	-11

The results go on:
SMILES	HCV NS3 hel inh	PHOSPHO1 inh	MEKK3 PB1 HTS	pCIP destab	IDE cell activ	DNA FID counter	IMP-1 inh	VIM-2 inhibitor	SUMO HTRF inh
Cc1ccc(S(=O)(=O)NC(=O)Nc2cc(C)no2)cc1	-6	28	107	-10	1	-5	-3.7	0.4	4
COc1ccc(C)cc1N(CC(=O)N1CCCC1)S(C)(=O)=O	-4	39	108	-9	-4	-9	-2.9	-1.9	6
COc1cc(C2C(Oc3ccccc3C)C(=O)N2Cc2ccc(F)cc2)cc(OC)c1OC (stereo not given)	-13	8	103	-8	-3	-27	-3.7	-1.5	-14
C=CCSc1n[nH]c(-c2ccc(OCCC)cc2)n1	-5	-21	101	-7	-4	-5	-2.4	-1.1	2
CCOc1nc(-c2ccccc2)ccc1-c1noc(-c2ccco2)n1	18	6	105	3	3	-9	-1.2	2.0	2
CSCCC(NC(=O)c1ccccc1)C(=O)N(C)CC(=O)Nc1ccc(N2CCOCC2)cc1 (stereo not given)	1	-1	106	-6	16	-32	-2.0	-2.6	1
Oc1c(Cl)cc(Cl)cc1CNc1ccccn1	6	8	99	-5	-2	-2	-3.0	-4.0	0
Cc1cc(C)nc(N2CCC(C(=O)NC3CC3)CC2)n1	12	43	105	-21	2	-14	-2.5	-5.8	7
NC(=O)COC(=O)c1ccc(NS(=O)(=O)c2ccc3c(c2)OCCO3)cc1	1	40	100	2	1	0	-0.6	-2.1	28
O=C(N/N=C/c1c(F)c(F)c(F)c(F)c1F)c1cccc(S(=O)(=O)N2CCOCC2)c1	4	-28	99	2	7	-4	-0.7	-3.1	2
CC(C)CN(C(=O)CN1CCc2ccccc21)c1c(N)n(CC(C)C)c(=O)[nH]c1=O	-4	-27	53	-1	-2	-7	0.5	-1.5	7
O=C(c1ccccc1)N1CCN(C(=O)N2CCOCC2)CC1	-7	-40	94	11	1	-3	-3.2	-1.8	4
CCOc1ccc(S(=O)(=O)N2CCCC(C(=O)N3CCOCC3)C2)cc1Cl (stereo not given)	-8	18	100	2	-4	-33	-4.6	2.0	1
O=C(N/N=C/c1cccc([N+](=O)[O-])c1)c1cc2c(ccc3ccccc32)o1	1	8	.	-6	4	1	-0.9	-1.6	-4
C=CCOc1ccc(/C=N/NC(=O)CN(c2cc(Cl)ccc2OC)S(=O)(=O)c2ccc(C)c([N+](=O)[O-])c2)cc1	14	3	101	-1	6	-12	-4.5	-1.1	5
CCNC(=O)Cn1c(=O)c2c(ncn2Cc2ccccc2)n(Cc2ccccc2)c1=O	-2	30	93	-16	4	-12	-1.6	-2.0	-10
Clc1cccc(CN2CCCCCC2)c1Cl	1	3	102	-3	0	6	0.8	-2.7	-9
COc1ccc(Nc2n[nH]c(N)c2C(N)=O)cc1	16	-17	103	10	-1	-1	-2.3	-3.6	-6
O=C(NCC1CCCO1)C(c1cccs1)N(Cc1ccccc1Cl)C(=O)c1ccc(-c2ccccc2)[nH]1 (stereo not given)	6	-2	100	1	4	-26	0.8	1.8	-26
Cc1nc2nc(SCC(=O)c3ccccc3)[nH]c2cc1Br	10	48	101	1	.	-4	-4.5	-1.6	-11
COc1ccccc1N(CC(=O)Nc1ccccc1C(=O)NCC(C)C)S(C)(=O)=O	-6	-27	105	-5	4	-27	-2.0	-2.9	-3
CCCn1nnc(NC(=O)c2ccccc2Cl)n1	-2	52	104	-2	0	2	-2.5	-1.7	5
COc1ccc(C(=O)n2nc(C#N)c(C#N)c2N)cc1	6	24	93	-4	7	-9	-2.2	-1.4	12
Nc1ncc(Br)cc1S(=O)(=O)Nc1cc(C(F)(F)F)cc(C(F)(F)F)c1	-36	22	94	-1	4	-21	1.9	-4.4	11
CCNc1nc(SC(C)C(=O)OC)nc(N(C)C)n1 (stereo not given)	-7	-7	103	21	6	-19	-3.2	-1.8	5

Carrying on:
SMILES	HCV NS3 hel inh	PHOSPHO1 inh	MEKK3 PB1 HTS	pCIP destab	IDE cell activ	DNA FID counter	IMP-1 inh	VIM-2 inhibitor	SUMO HTRF inh
CCC(=O)Nc1ccc(NC(=O)CSc2nnnn2C(C)C)cc1	0	-14	104	0	8	-4	-1.5	1.1	6
O=C1CCC(C(=O)N2CCCCCC2)CN1Cc1cccc(C(F)(F)F)c1 (stereo not given)	3	29	104	-1	2	-47	-0.8	0.6	17
Cc1ccc(C2NC(c3ccc(C)cc3)C([N+](=O)[O-])C(C)(C)C2[N+](=O)[O-])cc1 (stereo not given)	-3	-12	119	2	-1	-5	0.8	-1.9	-22
Cc1ccc2nc(-c3ccc(Br)cc3)cn2c1	-2	.	99	-9	7	-6	-5.2	-2.4	2
COCCNC(=O)CN(C(=O)Cn1nnc2ccccc21)c1ccc(C)cc1	-3	20	104	-10	8	-10	-2.9	-1.8	12
S=C(Nc1ccccc1)N1CCN(Cc2ccccc2)CC1	0	25	86	-10	-5	-3	-4.0	-3.1	23
CC(C)[C@@H](C(=O)O)N(Cc1cccc(CN([C@H](C(=O)O)C(C)C)S(C)(=O)=O)c1)S(C)(=O)=O	12	-2	102	-11	2	-1	-2.1	-1.5	9
Cn1c(=O)c2c(-c3ccccc3)n(Cc3ccccn3)cc2n(C)c1=O	2	1	93	-14	-2	0	-0.3	-1.9	14
O=C(c1ccccc1)c1c[nH]c(C(=O)NNc2cccc(Cl)n2)c1	0	43	103	-5	-1	-12	-3.5	-3.6	6
O=C(CSc1nnc(-c2ccc(Br)cc2)o1)Nc1cccc(C(=O)O)c1	4	-31	101	2	1	-42	-1.6	-3.0	-7
N=C1SCC(=O)N1/N=C/c1ccccc1	-2	-12	91	6	6	-13	-0.6	-2.1	7
O=C(NCc1ccc(Cl)cc1)C1CCN(S(=O)(=O)c2ccccc2)CC1	5	10	103	1	-3	1	-1.6	-1.8	8
O=C(CSc1nc(O)cc(=O)[nH]1)N1CCCc2ccccc21	-6	-29	104	-27	-3	-3	-0.2	-1.1	10
Cc1ccc(S(=O)(=O)CCC(O)c2ccc(Cl)cc2)cc1 (stereo not given)	14	36	104	-12	5	-20	-4.1	-3.1	5
NC(=O)NOCc1c(Cl)cccc1Cl	-10	-8	104	15	4	-3	-1.8	-0.7	2
Cc1cc(C)n2nc(SCc3nnc(-c4ccc(F)cc4)o3)nc2n1	-6	42	94	5	.	-3	-2.1	0.3	11
COCc1cc(C)n(CC(=O)N2CCCC2)c(=O)c1C#N	-4	-1	107	-4	3	0	-2.7	-2.2	2
Cc1nc2cc(NC(=O)NCc3ccco3)ccc2n1C	1	-21	96	-36	5	4	-1.4	-0.3	-9
COc1ccc(Cl)cc1N(CC(=O)Nc1cccc(SC)c1)S(C)(=O)=O	-11	17	98	5	6	-14	-2.9	-0.5	-1
Cc1cc(C)c(C)c(S(=O)(=O)NCc2ccncc2)c1C	-16	22	104	4	5	-11	-1.2	2.0	1
CCc1ccccc1NC(=O)COC(=O)C1C2CC3OC(=O)C1C3C2 (stereo not given)	-3	14	103	-9	0	-4	0.2	-1.9	25
CCc1nn(CC(=O)N2CCN(CC)CC2)c(=O)c2cc3sccc3n12	3	23	98	-3	8	6	0.6	41*	5
